Screening data as filed in PubChem.
sPLA2-III inh: Blocks human group III sPLA2 activity. Q9NZ20. QFRET BODIPY PC-A2 liposome hydrolysis, fluorescence. inhibition, % at 12.2 µM. 370,000 compounds, 0.56% hits. AID 743126;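 active = inhibition above mean plus 3 SD of compounds lying within the high and low control bounds, cut at about 19% in these data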;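 also: 0% = median of test compound wells and 100% = no enzyme DMSO wells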
KLK7 zymogen act: proKLK7 (human) activation, primary screen. P49862. purified proKLK7, EDANS-DABCYL substrate fluorescence; 100% is mature enzyme control, 0% vehicle. activation, % at 7 µM. 370,000 compounds, 0.9% hits. AID 652039;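 active = activation above the mean of all tested compounds plus 3 SD, computed per campaign excluding outliers beyond control limits, cut at about 13% in these data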
GAA850 FXN act: frataxin GAA850 promoter activation; AID 540364; 360,000 compounds, 0.56% hits; HEK293 lucGAA850 FXN promoter luciferase reporter, 24 h; percent of 10 µM SAHA response; activation, % at 6 µM;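 active = activation above the average of all compounds screened plus 3 SD, cutoff fixed separately per campaign, cut at about 7.5% in these data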;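 also: 0% = DMSO wells and 100% = 10 µM SAHA wells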
DAX1 inh-1: inhibitors of human orphan nuclear receptor DAX1 (NR0B1) | P51843 | HEK293 Gal4-DAX1 luciferase reporter, luminescence | inhibition, % at 6.75 µM | 340,000 compounds, 0.99% hits | AID 504766;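 active = inhibition above the mean over all tested compounds plus 3 SD, cut at about 4.2% in these data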;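 also: 0% = DAX1-transfected cells with DMSO and 100% = empty-vector control cells with DMSO; inhibition shows as a rise in luminescence from relieved DAX1 repression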
GC-B act: GC-B (human) receptor activation | P20594 | HEK293-GC-B cells, CNP EC30, cGMP TR-FRET; 0% at EC30 CNP, 100% saturating CNP | activation, % at 10 µM | 370,000 compounds, 0.11% hits;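 active = activation at 10 µM reaching about 35% in either raw or pattern-adjusted values, limit read from the data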
Target sequence (P20594 whole entry, looked up): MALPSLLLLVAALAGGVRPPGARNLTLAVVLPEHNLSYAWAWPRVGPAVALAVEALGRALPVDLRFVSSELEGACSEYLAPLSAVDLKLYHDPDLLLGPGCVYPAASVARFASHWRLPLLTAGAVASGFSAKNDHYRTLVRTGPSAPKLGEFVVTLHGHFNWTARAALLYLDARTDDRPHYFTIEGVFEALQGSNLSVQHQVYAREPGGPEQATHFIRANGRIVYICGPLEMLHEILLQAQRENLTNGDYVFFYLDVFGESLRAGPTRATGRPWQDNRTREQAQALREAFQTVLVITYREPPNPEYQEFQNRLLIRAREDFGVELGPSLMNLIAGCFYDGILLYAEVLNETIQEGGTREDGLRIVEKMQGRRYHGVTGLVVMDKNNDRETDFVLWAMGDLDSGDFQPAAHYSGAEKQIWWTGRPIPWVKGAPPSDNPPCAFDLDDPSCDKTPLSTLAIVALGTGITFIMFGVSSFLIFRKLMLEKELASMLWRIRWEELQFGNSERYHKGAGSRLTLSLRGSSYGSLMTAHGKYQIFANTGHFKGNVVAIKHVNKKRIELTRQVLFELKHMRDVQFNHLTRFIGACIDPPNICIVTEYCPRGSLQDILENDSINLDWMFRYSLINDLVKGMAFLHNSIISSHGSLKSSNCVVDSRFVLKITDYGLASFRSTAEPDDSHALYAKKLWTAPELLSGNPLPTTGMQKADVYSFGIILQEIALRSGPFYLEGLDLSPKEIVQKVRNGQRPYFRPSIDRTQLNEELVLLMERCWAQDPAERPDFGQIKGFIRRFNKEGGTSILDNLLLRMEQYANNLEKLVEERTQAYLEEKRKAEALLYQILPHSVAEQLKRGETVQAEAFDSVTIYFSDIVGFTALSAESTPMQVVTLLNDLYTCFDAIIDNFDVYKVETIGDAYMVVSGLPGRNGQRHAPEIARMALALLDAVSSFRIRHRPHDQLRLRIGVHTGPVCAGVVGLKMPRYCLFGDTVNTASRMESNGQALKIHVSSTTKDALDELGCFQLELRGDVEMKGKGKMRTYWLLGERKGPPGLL
DAX1 inh-2: DAX1 (NR0B1) inhibition, primary screen; HEK293T StAR-luciferase reporter, SF-1/DAX-1 repression relief; inhibition, % at 6.8 µM; 370,000 compounds, 1.1% hits; AID 652010;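 active = inhibition above the mean over all tested compounds plus 3 SD, cut at about 3.6% in these data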;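 also: 0% = DAX-1 cells with DMSO and 100% = cells lacking DAX-1 with DMSO; higher inhibition means more luminescence from relief of DAX-1 repression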
SMARCA2 act: activators of SMARCA2 function. MG213 cells, MMTV-luciferase reporter, dexamethasone, overnight. activation, % at 9.1 µM. 370,000 compounds, 1% hits; in the data active = activation above about 7.8%;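 also: 0% = vehicle wells and 100% = reference activator wells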
hgDAF12 agonist: agonists of H. glycines DAF-12 nuclear receptor; HEK293 GAL4-hgDAF12 UAS-luciferase reporter, agonist luminescence; normalized to butyrate control; activation, % at 6.8 µM; 370,000 compounds, 1.8% hits; AID 687014;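 active = activation above a cutoff set at the mean of all screened compounds plus 3 SD, cut at about 10% in these data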;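 also: 0% = DMSO wells and 100% = sodium butyrate wells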
ssDAF-12 act: S. stercoralis DAF-12 activation, primary screen. HEK293 ssDAF-12/GRIP1 lit1-tk-luc reporter, luminescence; % of 3 µM dafachronic acid response. activation, % at 6.8 µM. 370,000 compounds, 1% hits. AID 652126;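 active = activation above the mean over all tested compounds plus 3 SD, cut at about 0.9% in these data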;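 also: 0% = DMSO-only wells and 100% = 3 µM delta7-dafachronic acid wells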
GC-A act: GC-A (human) enzyme activation | HEK293 GC-A cells, cGMP TR-FRET, EC30 ANP; 0% at EC30 ANP, 100% saturating ANP | AID 1671463 | 370,000 compounds, 0.14% hits | activation, % at 10 µM; in the data active = activation above about 40%
hcDAF-12 act: H. contortus DAF-12 activation, primary screen; HEK293 hcDAF-12 lit1-tk-luc reporter, luminescence; 0% DMSO, 100% Δ7-dafachronic acid; activation, % at 6.8 µM; 370,000 compounds, 1.4% hits;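 active = activation above the mean of all tested compounds plus 3 SD, cut at about 5.5% in these data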;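 also: 100% = response to 3 µM Δ7-dafachronic acid high control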
Starred values were filed as active, the others as inactive; · = not tested or not shown.

entry	compound	sPLA2-III inh	KLK7 zymogen act	GAA850 FXN act	DAX1 inh-1	GC-B act	DAX1 inh-2	SMARCA2 act	hgDAF12 agonist	ssDAF-12 act	GC-A act	hcDAF-12 act
1	O=C1C=C(c2cccc(CO)c2)C[C@@H](c2ccc3c(c2)OCO3)C1	-13	-0.3	2.2	-0.9	-3	-0.5	0	1.5	-1.6	4	-1.2
2	Cc1ccc(OCC(O)Cn2c(NCCc3ccccc3)nc3c2c(=O)[nH]c(=O)n3C)cc1 (stereo not given)	6	0.2	3.0	0.1	-4	1.7	4	1.0	-0.8	-3	-1.3
3	O=C(CN1CCOCC1)Nc1ccccc1C(=O)O	4	-0.1	1.4	1.5	3	0.2	-1	-0.9	-1.3	1	-1.3
4	COc1ccc(OC)c2sc(Cl)nc12	5	0.4	2.7	0.7	2	0.9	-2	-2.2	-1.1	8	-1.2
5	O=C(c1ccncc1)c1ccc([N+](=O)[O-])cc1	3	0.0	1.4	-0.8	-3	0.3	-4	4.5	-1.4	-1	-1.2
6	O=C(NCc1cccnc1)C1CCCN(S(=O)(=O)c2ccc(Br)cc2)C1 (stereo not given)	4	-1.0	1.1	0.0	0	-0.8	-1	-1.4	-1.5	-1	-2.7
7	Cc1ccc(-c2cnn(-c3ccccc3)c2N)cc1	7	0.3	3.6	0.0	-3	3.4	4	16*	0.3	2	5.3
8	Cc1cccc(NCCC(=O)c2ccc([N+](=O)[O-])cc2)c1C	-3	0.1	-1.7	1.1	2	-0.5	0	-0.2	-1.5	-1	-1.4
9	COc1cc(C(=S)N2CCOCC2)cc(OC)c1OS(=O)(=O)c1ccc(Cl)cc1	1	0.1	3.1	0.0	0	-0.4	-1	-1.4	-1.8	-2	-1.4
10	CCCNC(=O)C1(C)CCN(C(=O)c2cccc(Cl)c2)C1 (stereo not given)	3	-0.7	-0.3	·	0	0.9	1	3.0	-1.0	-4	-0.6
11	CCC(C)c1ccc(NC(=O)Nc2cnccn2)cc1 (stereo not given)	2	-0.4	1.5	-0.4	-7	-3.4	1	6.0	0.1	-5	-0.2
12	CCOC(=O)c1sc(NC(=O)CSc2ncccn2)nc1C	7	-0.7	0.7	0.4	-5	-0.6	-1	3.4	-0.8	-2	-0.1
13	Cc1ccc(-n2nnnc2SCC(=O)NCC2(N3CCOCC3)CCCCC2)c(C)c1	-11	0.7	2.1	-2.1	0	-2.9	-3	-6.3	-1.6	0	-3.8
14	S=C(Nc1ccc(N2CCOCC2)cc1)Nc1ccc2snnc2c1	6	0.5	-5.0	-0.2	0	-1.1	-4	0.3	-1.8	-4	-0.3
15	CN(C(=O)COC(=O)Cc1ccccc1[N+](=O)[O-])C1CCS(=O)(=O)C1 (stereo not given)	-4	0.2	-1.6	0.1	0	-1.1	-2	-1.4	-0.1	1	-0.5
16	CCC(C)(C)n1nnnc1C(c1cc(OC)c(OC)c(OC)c1)N1CCN(c2ccccc2)CC1 (stereo not given)	8	-0.4	2.5	0.6	6	-0.5	0	0.4	-1.1	-2	0.2
17	COc1ccc(NC(=O)Cc2coc3cc(C)ccc23)cn1	-7	0.6	0.0	0.1	5	-0.3	-1	-0.2	-1.3	-1	-2.7
18	COc1cc2c(cc1OC)C(C(=O)Nc1cccc(C)n1)C(c1cccnc1)N(C)C2=O (stereo not given)	1	-0.6	-1.5	-1.9	-5	0.5	-2	3.1	-0.2	1	-0.6
19	CCOc1ccc(C(=O)NC(Cc2ccccc2)C(=O)OC)cc1 (stereo not given)	1	0.1	4.1	0.0	-4	2.1	0	7.6	-0.8	3	0.9
20	Cc1cc(C)nc(NC2=NCC(=O)N2c2ccccc2)n1	-2	-0.1	0.2	0.4	2	-0.2	-5	1.5	-1.5	1	-0.9
21	COc1ccc(CNC(=O)COC(=O)c2ccc3ncsc3c2)cc1OC	12	0.7	1.3	0.6	3	-0.9	-3	4.1	-1.6	-1	-2.2
22	COc1cc(OC)cc(C2C(C#N)=C(N)Oc3n[nH]c(-c4cccnc4)c32)c1 (stereo not given)	-4	3.0	-0.6	2.1	-14	-0.4	2	0.7	-1.7	-24	-1.3
23	COc1ccc(NC(=O)C2CCC2)cc1S(=O)(=O)Nc1cc(C)ccc1Br	-27	-0.2	-0.1	-0.1	-5	-0.7	-3	-0.1	-1.1	-10	-2.1
24	O=C(OCc1nnc(-c2ccccc2)o1)C1CC(=O)N(CCc2ccccc2)C1 (stereo not given)	9	-0.4	1.3	1.2	-4	1.4	-1	4.0	-1.2	-1	-1.8
25	NS(=O)(=O)c1ccc(NC(=O)COC(=O)c2cnccn2)cc1	4	-0.7	2.3	-0.1	7	-0.3	-6	-0.4	-1.5	-5	-2.4
26	COc1ccc(Oc2cnc3ccccc3n2)cc1	2	0.4	1.9	3.2	3	1.0	4	8.6	-1.3	2	1.2
27	Cc1cccc(NC(=O)c2cccnc2Cl)n1	2	-0.1	0.1	-0.3	4	-0.5	-1	0.3	-1.2	1	1.3
28	COC(=O)COn1c(-n2nc(C)cc2C)nc2ccccc2c1=O	2	-0.1	-0.5	2.9	2	1.6	-2	-0.1	-1.4	1	0.3
29	COc1ccc(-c2c3c([nH]c(=S)c2C#N)CCC3)cc1	0	-1.0	2.6	0.9	12	-0.3	4	0.4	-0.5	33	-3.7
30	O=C(Cc1cccs1)Nc1cc(S(=O)(=O)N2CCCCC2)ccc1Cl	-6	-0.2	0.6	-0.6	3	-0.5	0	3.6	-0.7	-3	0.4

Fetched one by one from the entries so far (4):
entry	compound	sPLA2-III inh	KLK7 zymogen act	GAA850 FXN act	DAX1 inh-1	GC-B act	DAX1 inh-2	SMARCA2 act	hgDAF12 agonist	ssDAF-12 act	GC-A act	hcDAF-12 act
18	COc1cc2c(cc1OC)C(C(=O)Nc1cccc(C)n1)C(c1cccnc1)N(C)C2=O (stereo not given)	1	-0.6	-1.5	-1.9	-5	0.5	-2	3.1	-0.2	1	-0.6
13	Cc1ccc(-n2nnnc2SCC(=O)NCC2(N3CCOCC3)CCCCC2)c(C)c1	-11	0.7	2.1	-2.1	0	-2.9	-3	-6.3	-1.6	0	-3.8
2	Cc1ccc(OCC(O)Cn2c(NCCc3ccccc3)nc3c2c(=O)[nH]c(=O)n3C)cc1 (stereo not given)	6	0.2	3.0	0.1	-4	1.7	4	1.0	-0.8	-3	-1.3
9	COc1cc(C(=S)N2CCOCC2)cc(OC)c1OS(=O)(=O)c1ccc(Cl)cc1	1	0.1	3.1	0.0	0	-0.4	-1	-1.4	-1.8	-2	-1.4

Next results
entry	compound	sPLA2-III inh	KLK7 zymogen act	GAA850 FXN act	DAX1 inh-1	GC-B act	DAX1 inh-2	SMARCA2 act	hgDAF12 agonist	ssDAF-12 act	GC-A act	hcDAF-12 act
31	O=C(CC1NC2CCCCC2NC1=O)Nc1ccc2c(c1)OCO2 (stereo not given)	-3	-0.2	0.1	1.6	10	-0.2	11*	1.7	-1.8	0	-1.2
32	CCOC(=O)C1(CCSC)NC(c2ccco2)C2C(=O)N(CC)C(=O)C21 (stereo not given)	1	0.6	0.2	-0.5	0	0.0	-1	0.0	-1.1	0	-1.4
33	CCC(=O)NC(=S)Nc1ccccc1C(=O)OC	8	1.0	3.7	0.0	-5	0.6	-4	6.4	-1.1	-1	-0.2
34	CC(C)C[C@H]1COc2cc(Br)ccc2S(=O)(=O)N1Cc1cn(CCC2OCCO2)nn1	-2	-0.2	·	·	3	-0.9	-3	1.0	-1.2	2	0.5
35	O=C1[C@H]2[C@H](ON3CCCC[C@H]23)C(=O)N1c1ccc(Cl)cc1	-3	-0.9	1.3	0.6	3	-0.5	-3	1.5	-0.7	1	-0.1
36	COc1ccc(CN2CCN(Cc3ccc(C)cc3)C(CCO)C2)cc1OC (stereo not given)	-1	-0.4	0.9	-2.3	1	-0.8	-1	-0.4	-1.2	-2	1.2
37	c1coc(CNC2CCCCCCC2)c1	7	-0.3	1.9	-1.4	0	-0.1	3	2.0	-1.5	0	2.8
38	COc1ccc(CN(C)S(=O)(=O)c2nnc(NC(=O)c3cccc(F)c3)s2)cc1OC	-12	0.0	2.6	-0.3	0	0.0	1	1.6	-1.1	0	2.7
39	COc1ccc(N(CC(=O)NCCc2ccccc2)C(=O)CCC(=O)Nc2nccs2)c(OC)c1	1	0.1	-0.9	1.6	0	-0.3	-3	-1.8	-1.0	-5	-2.2
40	O=C(C1CCN(S(=O)(=O)c2ccccc2)CC1)N1CCN(c2ccccc2F)CC1	3	0.1	0.7	0.8	3	0.1	-2	-2.5	-1.1	1	0.0
41	O=C(c1ccc(CS(=O)Cc2ccc(Cl)cc2)o1)N1CCN(C2CCCCC2)CC1 (stereo not given)	7	0.8	0.8	0.8	2	-0.9	0	-1.1	-1.1	0	-0.8
42	CCN(CC)C(=O)CSc1nnc(CNc2ccc(F)cc2)n1-c1ccccc1	-2	-0.5	1.8	0.3	2	0.1	-3	2.8	-1.6	1	0.7
43	O=C(CCN1C(=O)C2C3C=CC(C3)C2C1=O)Nc1c(F)cccc1F (stereo not given)	-5	0.2	-0.3	0.9	6	0.3	1	-0.7	-1.5	3	-1.3
44	O=C(CN1CCCC1)N1CCN(c2ccccc2)CC1	-1	-0.5	0.8	0.1	-1	-0.5	0	-0.2	-1.3	-2	0.8
45	CCCNc1nc(C)cc(-c2cc(C(=O)Nc3ccccc3)on2)n1	3	1.0	0.4	0.5	-9	0.1	0	-0.2	-0.8	-1	-1.9
46	Cc1ccc(S(=O)(=O)CCC(=O)Nc2nc(-c3ccccn3)cs2)cc1	-8	-0.1	-1.9	-0.1	-4	-1.7	1	0.0	-1.6	-5	1.1
47	CCSc1nnc(NC(=O)C2CCCCC2C(=O)O)s1 (stereo not given)	2	0.2	2.3	-0.6	2	0.0	0	-1.8	-0.7	-3	0.1
